Bioassay records (PubChem)
NOD2 inhibition: NOD2 signaling inhibitors, cell-based, luminescence, uHTS, HEK293 (AID 1566) | HEK293 NOD2/NF-kB luciferase reporter, luminescence; higher % means a stronger effect | inhibition, % at 4 µM; hits with a dose series show EC50 in µM | hit rate 0.63% among 290,000; further: many of its hits are not listed in these tables
HIV fusion peptide: inhibitors of HIV fusion peptide binding, primary screen, biochemical, uHTS, fluorescence dequenching (AID 1986) | inhibition, % at 20 µM, or IC50 in µM where a hit was titrated | cell-free peptide binding, fluorescence dequenching, 30 min; higher % means a stronger effect | hit rate 0.3% among 290,000; in the data active means inhibition mostly above about 52%, no sharp cut-off; inactive means mostly below about 76%; further: some results filed as inactive read as strong as hits
Myeloid diff MLP: myeloid differentiation induction; ER-HoxA9 myeloid progenitors, lysozyme-GFP differentiation, flow cytometry; calls only at 10 µM; hit rate 1% among 360,000;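 active means normalized GFP-positive differentiation at or above the plate's own cutoff, the solvent-only control mean plus 3 SD; inconclusive means no clear call, values can overlap the other calls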;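 further: cells exposed to compound for four days before flow analysis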
KOR beta-arrestin-1: KOR antagonists, beta-arrestin recruitment, cell-based, luminescence, uHTS (AID 1778) | KOR beta-arrestin recruitment, luminescence, antagonist mode; higher % means a stronger effect | one-dose inhibition, % at 10 µM; IC50 in µM for titrated hits | hit rate 0.091% among 290,000; further: strong numbers were not always called active
GPR55 antagonists: inhibition of LPI-stimulated GPR55 beta-arrestin translocation – imaging, U2OS, beta-arrestin-GFP, LPI agonist, primary screen (AID 2013). U2OS GPR55 beta-arrestin-GFP translocation imaging, LPI antagonism; higher % means a stronger effect. inhibition, % at 10 µM; hits with a dose series show IC50 in µM. hit rate 0.13% among 290,000;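 active means spots per cell inhibited over 60%, with over 100 cells counted and total cytoplasm intensity under 500,000; inconclusive means wells with under 100 cells, flagged as likely toxic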;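 further: U2OS cells stably carrying GPR55 and arrestin-GFP stimulated by 5 µM LPI near EC80; imaged beta-arrestin-GFP aggregate spots per cell after agonist stimulation; plate controls were LPI-stimulated DMSO wells for no effect and DMSO wells without LPI for full effect; some results filed as inactive read as strong as hits; confirmed hits need IC50 under 10 µM and bright autofluorescent wells are also inconclusive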
NOD1 NF-kB reporter: inhibition of NOD1-driven NF-kB reporter – cell-based, luminescence, uHTS, primary screen (AID 1578); hit rate 1% among 290,000; NOD1-driven NF-kB luciferase reporter cells, luminescence; higher % means a stronger effect; inhibition, % at 4 µM; hits with a dose series show EC50 in µM; in the data active means inhibition mostly above about 36%, no sharp cut-off; inactive means mostly below about 34%;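 further: HEK-293T reporter cells stimulated with the NOD1 agonist gamma-tri-DAP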
GPR55 beta-arrestin: GPR55 agonists via beta-arrestin recruitment, primary screen, imaging, U2OS cells, beta-arrestin-GFP redistribution (AID 1961); U2OS GPR55 beta-arrestin-GFP redistribution imaging; higher % means a stronger effect; hit rate 0.048% among 290,000; one-dose activation, % at 10 µM; EC50 in µM for titrated hits;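 active means activation above 40% with more than 50 cells counted in the well; inconclusive means wells holding fewer than 50 cells, flagged as toxic or sparse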;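 further: U2OS osteosarcoma cells stably expressing GPR55 and beta-arrestin-GFP; plate controls were DMSO negative control for no effect and LPI positive control for full effect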
KOR beta-arrestin-2: kappa opioid receptor activators – cell-based, luminescence, uHTS, primary screen (AID 1777) | one-dose activation, % at 10 µM; EC50 in µM for titrated hits | KOR beta-arrestin recruitment, luminescence; higher % means a stronger effect | hit rate 0.02% among 280,000; in the data active means activation above about 50%, passing the limit was not always enough; further: a part of the inactive calls stands beside numbers as strong as those of hits
GPR35 antagonists: inhibition of zaprinast-stimulated GPR35 beta-arrestin translocation – imaging, U2OS, beta-arrestin-GFP, zaprinast agonist, primary screen (AID 2058). U2OS GPR35 beta-arrestin-GFP translocation imaging, zaprinast antagonism; higher % means a stronger effect. inhibition, % at 10 µM, or IC50 in µM where a hit was titrated. hit rate 0.052% among 290,000;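 active means inhibition of at least 50% with at least 30 cells and total cytoplasm GFP at most 10,000,000; inconclusive means under 30 cells or total GFP of 10,000,000 plus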
Myeloid diff MLP GFP+ MAC1+ %: also measured in Myeloid diff MLP; calls as there; GFP+ MAC1+ double positive, %; measured here: differentiation confirmed by MAC1 staining
Numbers without * were called inactive; i = inactive; u = inconclusive; x = not tested or not shown; + = active, no number; [ ] = remark or other dose. Unless noted, no stated cut-off is given here; in the data, active means inhibition above about 50%; inactive means the rest.

SMILES	NOD2 inhibition	HIV fusion peptide	Myeloid diff MLP	Myeloid diff MLP GFP+ MAC1+ %	KOR beta-arrestin-1	GPR55 antagonists	NOD1 NF-kB reporter	GPR55 beta-arrestin	KOR beta-arrestin-2	GPR35 antagonists
CCSc1cc(N2CCCC2)nc(-c2ccccc2Cl)n1	-13%	2.0%	i	0.0	9%	9%	-44%	-0.1%	-0.3%	18%
O=C(CSc1nnc(-c2ccc(F)cc2)c2ccccc12)Nc1ccccc1	-11%	-0.2%	i	0.5	30%	-2%	-20%	-0.2%	-0.5%	15%
O=C(CSc1nnc(SCc2ccccc2)s1)NNC(=S)Nc1ccccc1	-16%	2.0%	i	1.3	2%	-1%	11%	0.3%	-1.6%	5%
C/C(CC(=O)Nc1ccccn1)=N\NC(=O)C(=O)Nc1ccccc1C	18%	0.9%	i	0.7	-5%	-3%	-10%	0.3%	6.5%	8%
COc1ccc(CNC(=O)c2ccc(S(=O)(=O)N3CCCC3)cc2)cc1OC	0%	0.1%	i	0.6	-54%	-10%	3%	-0.2%	1.2%	-18%
CN(C)c1ccc(-c2nc3cc(N)ccc3o2)cc1	-133%	-1.0%	i	0.6	-11%	12%	38%	0.7%	2.4%	-30%
CCN1CCN(c2ncnc3c2cnn3-c2ccccc2)CC1	-46%	1.5%	i	3.0	-8%	-10%	-37%	-0.1%	1.5%	-4%
Cc1ccc(-n2nc(C)c(C3C(C#N)=C(N)OC4=C3C(=O)CC(C)(C)C4)c2Cl)cc1 (centres undefined)	-5%	0.6%	x	x	-28%	3%	14%	-0.2%	-5.9%	9%
CN(C)CCCNC(=O)c1ccc(Cl)c(S(=O)(=O)N(C)c2ccccc2)c1	10%	-1.4%	i	1.7	-27%	11%	28%	-0.2%	3.5%	11%
COc1ccc(-c2nnc(SCC(=O)Nc3nc4ccccc4s3)n2C)cc1	3%	19%	i	1.4	8%	-3%	-10%	-0.1%	1.1%	-14%
COc1ccc(NC2CCCN(C(=O)c3c(C)noc3C)C2)cc1 (centres undefined)	-6%	0.2%	i	0.9	25%	9%	-10%	-0.2%	-4.4%	-7%
CC1(C)Oc2ccccc2OC1(O)c1ccc2ccccc2n1 (centres undefined)	12%	3.8%	i	0.4	10%	-1%	-11%	0.5%	-1.9%	-4%
CCC(C)NC(=O)[C@H]1N2C(=O)c3ccccc3C2SC1(C)C (some centres undefined)	3%	-1.3%	i	1.6	28%	2%	-8%	-0.2%	-3.2%	14%
CN(C1=C(NC(=O)c2ccc(Cl)cc2)C(=O)c2ccccc2C1=O)c1ccccc1	11µM*	-4.6%	u	x	6%	19%	x	-0.2%	-3.2%	-6%
COC(=O)C(C(=O)OC)C(CC(=O)c1ccc(C)cc1)c1cc(OC)c(OC)c(OC)c1 (centres undefined)	-6%	-1.8%	i	0.8	15%	-10%	-3%	-0.1%	-4.3%	-9%
N#C/C(=C\c1ccc[nH]1)S(=O)(=O)c1ccccc1	-2%	0.1%	i	1.0	-55%	2%	7%	-0.1%	5.0%	0%
CC1CCCN(C(=S)Nc2ccc(F)cc2)C1 (centres undefined)	4%	-1.6%	i	0.4	-17%[20 µM]	11%	9%	0.6%	-4.6%	12%
O=C(Nc1cccnc1)Nc1ccc2c(c1)OCO2	-44%	2.0%	i	0.4	-20%	-19%	-27%	-0.1%	1.8%	0%
CCOC(=O)Cn1c(CN2CCN(C(c3ccccc3)c3ccccc3)CC2)nc2c1c(=O)n(C)c(=O)n2C	-44%	-0.9%	i	5.5	14%	16%	22%	0.3%	1.9%	-9%
CCN(CC)Cc1cc(NC2=NS(=O)(=O)c3ccccc32)ccc1OC(=O)C(C)C	15%	-0.6%	i	0.8	10%	9%	4%	0.0%	-0.5%	7%
CC(=O)Oc1ccc(OC(C)=O)c2c1CC(C)=C(C)C2	34%	-0.1%	i	0.5	39%	3%	9%	0.5%	-1.6%	-4%
CCOc1ccc(S(=O)(=O)NCc2cccs2)cc1	11%	-1.0%	i	4.9	4%	-1%	-3%	-0.1%	104%	6%
Cc1c(OCC(=O)NCC(O)c2ccccc2)ccc2c(-c3ccccc3)cc(=O)oc12 (centres undefined)	33%	0.2%	i	2.7	-58%[20 µM]	0%	49%	0.2%	-3.8%	12%
COc1ccc(OC)c(Nc2nc3nonc3nc2N2CCCC(C)C2)c1 (centres undefined)	-2%	3.0%	i	0.1	-13%	12%	-23%	-0.3%	23%	7%
CC(O)CSc1nc2c(c(=O)[nH]c(=O)n2C)n1Cc1ccccc1Cl (centres undefined)	10%	2.9%	i	0.5	-20%	-3%	30%	0.2%	0.5%	4%
Cc1ccc(C)c(NC(=S)NNC(=O)c2csc(C(C)C)c2)c1	6%	-0.4%	i	0.6	9%	9%	-23%	-0.5%	-10%	11%
O=C(NCc1ccccc1)N(Cc1cc2cc3c(cc2[nH]c1=O)OCCO3)CC1CCCO1 (centres undefined)	-12%	1.2%	i	0.5	-13%	7%	-11%	-0.3%	0.0%	16%
O=C(NCCN1C(=O)S/C(=C\c2ccccc2)C1=O)C1CCN(S(=O)(=O)c2cccs2)CC1	-22%	-1.2%	i	1.1	-11%	5%	6%	0.1%	0.8%	1%
O=S(=O)(c1ccc(Cl)cc1)N1CCC2(CC1)CO2	15%	0.2%	i	0.1	8%	16%	-18%	-0.4%	-7.8%	4%
CCOc1ccc(OCc2nnc(SCC(=O)NC3CCS(=O)(=O)C3)n2-c2ccc(Cl)cc2)cc1 (centres undefined)	16%	-1.5%	i	0.6	26%	11%	-13%	-0.2%	1.1%	-5%
CC(C)(C)c1ccc(OCCOc2ccc(C(C)(C)C)cc2NC=O)c(NC=O)c1	5%	1.1%	i	0.4	-25%	5%	-6%	0.1%	6.0%	-9%
C1COCCNCCOCCOCCOCCN1	1%	0.3%	i	0.2	1%	-1%	-27%	0.6%	-0.4%	2%
CCOc1cc(/C=C2\C(=O)NN(c3ccccc3)C2=O)cc([N+](=O)[O-])c1O	-1%	31%	i	0.0	10%	3%	-17%	0.3%	-4.0%	3%
Cc1ccc(N(Cc2ccco2)C(=O)c2ccc(N3CCCCC3)c([N+](=O)[O-])c2)cc1	-14%	-1.7%	i	0.2	-3%	10%	-9%	0.8%	4.5%	5%
C=Cc1ccc(CN2CCCN(Cc3ccc(F)cc3)S2(=O)=O)cc1	-2%	1.5%	i	0.4	-12%	17%	-5%	-0.1%	-0.9%	-1%
CC(=O)Nc1ccc(C(C#N)c2ccccc2)cc1 (centres undefined)	3%	-1.6%	i	0.7	12%[20 µM]	3%	-10%	0.0%	-3.4%	3%
CC(=C/c1ccccc1)/C=N/N1CCN(Cc2ccc(C)cc2)CC1	15%	1.9%	i	0.4	-16%	-3%	1%	0.2%	1.2%	-8%
Cc1ccc(C2NC(=S)NC3=C2N2CCC3CC2)cc1 (centres undefined)	16%	-3.1%	i	0.4	-40%	-11%	19%	0.0%	3.6%	2%
Cc1ccc2c(c1)C1(C)C(C(C)(C)N2C=O)C1(Cl)Cl (centres undefined)	25%	-0.6%	i	0.4	26%	-6%	11%	0.3%	1.5%	-2%
O=C(NCc1ccco1)C1CCCN(S(=O)(=O)c2ccc(Br)cc2)C1 (centres undefined)	20%	1.4%	i	0.7	5%[20 µM]	-8%	-16%	-0.2%	-0.8%	-13%
N#Cc1cccc(NC(=O)NCCc2c[nH]c3ccccc23)c1	10%	0.1%	i	1.9	17%	5%	-7%	0.8%	2.9%	-5%
CC(C)=CC(=O)OCC(=O)Nc1nc(C)c(Cl)cc1Cl	10%	28%	i	0.5	-14%	11%	-25%	0.3%	1.6%	-10%
CCc1cc(-c2nc(N)ncc2-c2ccc(Br)cc2)c(O)cc1OC	-9%	0.2%	i	0.1	-2%	17%	-5%	-0.1%	4.2%	10%
Cc1noc(/C=C/c2ccc(-c3ccccc3Cl)o2)c1[N+](=O)[O-]	-14%	136%	+	21*	-41%	-3%	-26%	0.0%	2.8%	13%
Nc1cc(C(F)(F)F)ccc1-n1cccc1	-24%	-1.5%	i	0.0	8%	3%	-12%	0.0%	-5.4%	23%

Some of these compounds in order of molecular weight, low to high.
SMILES	NOD2 inhibition	HIV fusion peptide	Myeloid diff MLP	Myeloid diff MLP GFP+ MAC1+ %	KOR beta-arrestin-1	GPR55 antagonists	NOD1 NF-kB reporter	GPR55 beta-arrestin	KOR beta-arrestin-2	GPR35 antagonists
C1COCCNCCOCCOCCOCCN1	1%	0.3%	i	0.2	1%	-1%	-27%	0.6%	-0.4%	2%
Cc1ccc2c(c1)C1(C)C(C(C)(C)N2C=O)C1(Cl)Cl (centres undefined)	25%	-0.6%	i	0.4	26%	-6%	11%	0.3%	1.5%	-2%
CCc1cc(-c2nc(N)ncc2-c2ccc(Br)cc2)c(O)cc1OC	-9%	0.2%	i	0.1	-2%	17%	-5%	-0.1%	4.2%	10%

The results go on:
SMILES	NOD2 inhibition	HIV fusion peptide	Myeloid diff MLP	Myeloid diff MLP GFP+ MAC1+ %	KOR beta-arrestin-1	GPR55 antagonists	NOD1 NF-kB reporter	GPR55 beta-arrestin	KOR beta-arrestin-2	GPR35 antagonists
Cc1ccc(-c2cc(-c3nnc(SCC(=O)NCC(C)C)n3N)c3ccccc3n2)cc1	-2%	-2.0%	i	0.9	-2%	18%	6%	0.0%	-1.7%	-8%
CN1C(=O)C(=O)/C(=C(/O)c2ccccc2)C1c1ccccc1 (centres undefined)	20%	-1.5%	i	0.6	-14%[20 µM]	-6%	-14%	-0.4%	-5.4%	-8%
COc1ccc(C(=O)Nc2cc3c(cc2C(=O)O)OCCCO3)c(OC)c1	8%	7.4%	i	0.2	-23%	8%	-6%	-0.2%	-5.3%	8%
Cc1ccc(CN2CCNC(=O)C2CC(=O)N(C)C2CCCCC2)o1 (centres undefined)	10%	-0.2%	i	0.2	-4%[20 µM]	-11%	-31%	-0.2%	x	9%
O=C(CO/N=C/c1ccc(Cl)cc1Cl)NNC(=O)c1ccc(Cl)cc1Cl	4%	1.0%	i	0.3	-6%	1%	-3%	0.2%	8.1%	-6%
Cn1c(N)c(C(=O)COC(=O)c2cccnc2Cl)c(=O)n(C)c1=O	12%	-3.4%	i	0.3	-17%	-8%	-10%	0.2%	-0.8%	-26%
COc1cc(NC(=S)N2CCN(C(c3ccccc3)c3ccccc3)CC2)cc(OC)c1	-3%	-2.1%	+	0.4*	-19%	6%	5%	-0.3%	-1.1%	-18%
COC(=O)c1ccc(/C=N\NC(=O)CC(=O)NCCc2ccccc2)cc1	9%	0.0%	i	0.5	-23%[20 µM]	8%	-27%	0.2%	x	8%
CC(C)CCNC(=O)[C@@H](NC(=O)c1c(F)cccc1F)C(C)C	7%	1.0%	i	1.2	29%	-6%	-10%	-0.1%	4.1%	11%
C/C(CCc1ccccc1)=N/NC(=O)C(=O)NC(C)c1ccccc1 (centres undefined)	-2%	-0.7%	i	0.2	-42%	18%	-27%	0.2%	-3.9%	-10%

This is a subset; rates above refer to the full screens.
